Bioassay records deposited in PubChem BioAssay by several laboratories.
DUSP3 inh – DUSP3 (human) phosphatase inhibition; P51452; recombinant VHR phosphatase, pNPP absorbance; 290,000 tested, 0.52% active; inhibition, % at 13.3 µM; AID 1654; in the data active = inhibition above about 50%; note: some compounds called inactive have numbers as strong as hits
UGM FP inh – Mtb UDP-galactopyranose mutase inhibition | purified UGM, fluorescence polarization probe displacement | inhibition, % at 10 µM | 320,000 tested, 0.06% active | AID 504406; in the data active = inhibition above about 10%, passing the limit was not always enough; inconclusive = no clear call, values can overlap the other calls
Target sequence (P9WIQ1 whole entry, looked up): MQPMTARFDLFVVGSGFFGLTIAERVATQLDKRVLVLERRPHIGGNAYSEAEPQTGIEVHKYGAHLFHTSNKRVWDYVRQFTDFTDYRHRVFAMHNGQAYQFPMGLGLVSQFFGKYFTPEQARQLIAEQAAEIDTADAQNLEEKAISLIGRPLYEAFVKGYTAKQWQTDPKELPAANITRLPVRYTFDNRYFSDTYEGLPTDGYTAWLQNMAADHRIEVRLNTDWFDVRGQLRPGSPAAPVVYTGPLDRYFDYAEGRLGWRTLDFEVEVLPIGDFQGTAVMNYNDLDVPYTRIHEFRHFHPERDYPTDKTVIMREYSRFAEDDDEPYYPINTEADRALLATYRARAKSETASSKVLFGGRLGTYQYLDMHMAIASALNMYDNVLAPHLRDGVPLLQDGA
Mtb FBA inh – Mtb fructose-bisphosphate aldolase inhibition; purified M. tuberculosis FBA, fluorescence read-out; AID 588726; inhibition, % at 1 µM; 360,000 tested, 2.3% active; P9WQA3; in the data active = inhibition above about 27%;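 note: 0% = vehicle and 100% = reference inhibitor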
BioA inh – inhibitors of Mycobacterium tuberculosis BioA enzyme. purified M. tuberculosis BioA enzyme, plate reader. inhibition, % at 9.99 µM. 360,000 tested, 0.096% active. AID 602481; in the data active = inhibition above about 40%; inconclusive = no clear call, values can overlap the other calls
MazF activator – increases E. coli MazEF RNase cleavage of RNA | P0AE70 | FAM/BHQ RNA-DNA oligo cleavage fluorescence, 5 h | activation, % at 20 µM | 350,000 tested, 0.32% active; in the data active = activation above about 50%
Target sequence (P0AE70 whole entry, looked up): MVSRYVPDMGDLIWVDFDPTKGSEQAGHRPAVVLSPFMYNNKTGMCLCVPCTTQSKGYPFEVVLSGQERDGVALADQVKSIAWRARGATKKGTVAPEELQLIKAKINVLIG
Rv3671c inh – inhibitors of M. tuberculosis serine protease Rv3671c | P9WHR9 | inhibition, % at 5.96 µM | AID 2606 | 320,000 tested, 0.048% active; in the data active = inhibition above about 38%;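 note: extracellular domain of Rv3671c used as enzyme; 0% = enzyme with DMSO and 100% = no enzyme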
Target sequence (P9WHR9 whole entry, looked up, the tested form may be a part): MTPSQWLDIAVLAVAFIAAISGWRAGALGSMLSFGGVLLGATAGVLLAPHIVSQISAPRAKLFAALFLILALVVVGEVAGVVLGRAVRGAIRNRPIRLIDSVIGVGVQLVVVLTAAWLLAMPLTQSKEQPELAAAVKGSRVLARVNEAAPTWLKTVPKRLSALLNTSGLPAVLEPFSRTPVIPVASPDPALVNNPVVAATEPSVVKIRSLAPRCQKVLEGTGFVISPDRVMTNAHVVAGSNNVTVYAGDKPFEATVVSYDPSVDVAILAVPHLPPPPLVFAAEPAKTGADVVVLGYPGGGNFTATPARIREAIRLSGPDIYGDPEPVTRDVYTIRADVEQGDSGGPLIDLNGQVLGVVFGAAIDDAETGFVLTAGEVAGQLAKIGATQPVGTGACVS
BoNT F protease – inhibitors of Botulinum neurotoxin F light chain protease; Multiplex microsphere protease cleavage assay, flow cytometry; inhibition, % at 10 µM; 360,000 tested, 0.22% active; in the data active = inhibition above about 35%, passing the limit was not always enough; inconclusive = no clear call, values can overlap the other calls; note: plate controls were buffer without enzyme for full effect and enzyme alone for no effect
GDH-TPI counter – counter-screen for M. tuberculosis FBA inhibitors: GDH-TPI coupled enzymes; AID 588335; 360,000 tested, 1.2% active; GDH-TPI coupled enzyme counterscreen, NADH absorbance; inhibition, % at 4.8 µM;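 note: 0% = DMSO wells and 100% = wells lacking the enzyme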
CCHF vOTU inh – CCHFV vOTU protease inhibition | Pep-AMC fluorescence | inhibition, % at 11.5 µM | 370,000 tested, 0.55% active; note: 0% = vehicle wells with enzyme and 100% = no enzyme wells
FadD28 binding – blocks FadD28 binding to the bisubstrate probe; fluorescence polarization; inhibition, % at 12.5 µM; 360,000 tested, 0.22% active; in the data active = inhibition above about 8.5%, passing the limit was not always enough; inconclusive = no clear call, values can overlap the other calls
Starred values were filed as active, the others as inactive; ? = inconclusive; . = no result given. Cut-off read from the data, not from the text of the source, unless noted: active = inhibition above about 30%; inactive = the rest.

SMILES	DUSP3 inh	UGM FP inh	Mtb FBA inh	BioA inh	MazF activator	Rv3671c inh	BoNT F protease	GDH-TPI counter	CCHF vOTU inh	FadD28 binding
COc1ccc2c(c1)C(=C(C#N)C#N)C(=O)N2CCc1ccccc1	-1	0.3	1	-0.6	7	-1	?	10	9	-1.8
CCC(C)(C)NC(=O)CN(Cc1cccs1)C(=O)CNS(=O)(=O)c1ccc(F)cc1	25	-3.0	5	.	-1	4	-6	6	3	-0.4
CCOc1ccc(C(=O)c2cc([N+](=O)[O-])ccc2N2CCOCC2)cc1	0	1.6	0	.	5	-18	-2	9	0	-1.6
CO/N=C/c1ccc(N2CCN(C(=O)c3ccc(F)cc3)CC2)c([N+](=O)[O-])c1	12	-1.0	0	1.7	-1	-7	5	6	-2	0.0
COc1ccccc1S(=O)(=O)Cc1ccc(C(=O)NCC2CCCO2)o1 (stereo not given)	24	-0.5	1	0.9	-189	-6	-2	3	-1	0.5
CN(C)S(=O)(=O)c1ccc2c(c1)nc(CCC(=O)Nc1ccc3c(c1)OCO3)n2C	14	2.0	1	.	0	5	-12	0	-7	-0.5
C=C(C)CNC(=S)N/N=C/c1ccc([N+](=O)[O-])cc1	-6	1.8	-3	.	-3	-7	0	16	-7	-0.8
CCOC(=O)N(C)OC(=O)Nc1ccc(Cl)c(Cl)c1	8	0.6	1	5.0	2	-26	-14	0	6	-2.2
COc1cccc(CNc2ccc([N+](=O)[O-])cc2Cl)c1O	-8	-2.3	-2	.	4	-8	-5	1	-2	-2.5
Nc1nc2n(n1)C(c1cccc(Br)c1)CC(c1ccc(F)cc1)N2 (stereo not given)	-3	1.0	3	3.1	-14	5	-5	1	-9	-1.6
Cc1cc(NC(=O)c2c(Cl)cccc2Cl)no1	5	-0.1	-1	.	0	6	-2	-12	11	-3.5
CCOC(=O)c1c(-c2ccc(C)cc2)csc1NC1=NS(=O)(=O)c2ccccc21	1	-0.5	-1	.	-1	3	-10	7	-16	-0.1
O=C(NC1CCCC1)c1cccc(Cl)c1	12	0.8	-2	.	1	-5	-2	6	-11	-0.6
COC(=O)c1cc(S(=O)(=O)NCc2ccc(Br)cc2)c[nH]1	17	5.0	0	0.5	4	-4	2	7	11	-0.9
Cc1ccc(S(=O)(=O)Nc2cc(C(C(=O)OC(C)C)C(=O)C(F)(F)F)c(O)c3ccccc23)c(C)c1 (stereo not given)	17	3.7	1	2.8	-1	-57	11	11	24	0.4
CC(=O)N1CC(C)Oc2ccc(S(=O)(=O)Nc3ccc(Cl)cn3)cc21 (stereo not given)	2	0.1	0	0.9	-5	0	-3	-7	10	-1.6
O=C(COC(=O)c1ccccc1Nc1ccccc1)NCc1ccccc1	5	0.3	5	.	-9	-8	-15	10	-3	-1.2
Cc1cc(C)c(OCCCCn2cnc3ccccc3c2=O)c(C)c1	12	0.0	1	0.7	-5	-15	-22	1	-10	-1.8
COc1ccc(/C=C/C(=O)O)cc1S(=O)(=O)Nc1ccc2c(c1)OCO2	21	-4.1	5	0.3	-1	10	0	5	-3	1.7
Cc1ccc(-c2nc3ccccc3c(=O)n2CCN2CCOCC2)cc1	2	2.0	2	-0.5	4	-2	?	-7	-1	0.1
Cc1cc(=O)[nH]c(N/N=C/c2c(O)n(-c3ccccc3)c(=O)c3ccccc23)n1	3	-5.2	14	-0.6	-35	13	-11	21	-2	4.3
CCCNCc1cc(OC)c(OCCC)cc1Cl	13	-1.1	3	-0.1	-19	9	-12	1	-6	1.3
CC(C)COC(=O)n1c(=O)oc2cc(S(=O)(=O)N3CCCCC3)ccc21	28	-3.7	3	1.9	0	-19	3	4	-6	-0.4
COc1ccc(C(=O)C2CCCN(C(=O)c3ccc(C(C)=O)s3)C2)c(C)c1 (stereo not given)	16	.	6	64*	-6	.	-6	1	20	2.5

Reprinted at random: six records from the list
SMILES	DUSP3 inh	UGM FP inh	Mtb FBA inh	BioA inh	MazF activator	Rv3671c inh	BoNT F protease	GDH-TPI counter	CCHF vOTU inh	FadD28 binding
O=C(NC1CCCC1)c1cccc(Cl)c1	12	0.8	-2	.	1	-5	-2	6	-11	-0.6
CC(C)COC(=O)n1c(=O)oc2cc(S(=O)(=O)N3CCCCC3)ccc21	28	-3.7	3	1.9	0	-19	3	4	-6	-0.4
COc1ccc(C(=O)C2CCCN(C(=O)c3ccc(C(C)=O)s3)C2)c(C)c1 (stereo not given)	16	.	6	64*	-6	.	-6	1	20	2.5
COc1ccc(/C=C/C(=O)O)cc1S(=O)(=O)Nc1ccc2c(c1)OCO2	21	-4.1	5	0.3	-1	10	0	5	-3	1.7
CCCNCc1cc(OC)c(OCCC)cc1Cl	13	-1.1	3	-0.1	-19	9	-12	1	-6	1.3
CC(=O)N1CC(C)Oc2ccc(S(=O)(=O)Nc3ccc(Cl)cn3)cc21 (stereo not given)	2	0.1	0	0.9	-5	0	-3	-7	10	-1.6

The list continues:
SMILES	DUSP3 inh	UGM FP inh	Mtb FBA inh	BioA inh	MazF activator	Rv3671c inh	BoNT F protease	GDH-TPI counter	CCHF vOTU inh	FadD28 binding
CCN(C[C@H]1N[C@@](C)(C(=O)OC)[C@H]2C(=O)N(Cc3ccccc3)C(=O)[C@@H]12)C(=O)Nc1ccc(Cl)cc1	.	-1.2	-1	-1.3	7	0	-2	-1	8	-1.3
CON(C)C(=O)CC(CNC(=O)OC(C)(C)C)c1ccc(Cl)cc1 (stereo not given)	.	0.0	3	0.0	3	8	-17	8	4	-0.4
O=C(CN1CCN(c2ccccn2)CC1)NCCc1ccccc1	11	-1.2	1	0.7	2	-1	-2	5	8	0.0
COc1ccc(C(=O)N2CCC(n3nccc3NC(=O)C3CC3)CC2)c(OC)c1OC	-2	-0.8	-2	-0.2	5	2	5	-5	15	0.0
C[C@H](NC(=O)c1ncn2c1C(=O)NC[C@H]2C)C(=O)OC(C)(C)C	.	.	3	-0.9	3	.	-2	-1	1	-0.7
O=C(Nc1ccc(N2CCOCC2)cc1)C1(c2ccc(Cl)cc2)CCC1	5	-0.1	4	.	-13	9	-4	18	-2	-1.9
CCc1nnc(NC(=O)CSc2nnc(CSc3nc(C)cc(C)n3)o2)s1	-4	4.5	-2	15	-4	5	-4	-7	-1	-1.6
Cn1c(SCC(=O)N2CCOCC2)nnc1-c1ccncc1	31	0.2	3	-0.3	-15	2	-2	4	-11	-1.5
O=C(NCc1ccc2c(c1)OCO2)Nc1cccc2ccccc12	11	0.9	5	-0.4	7	1	8	2	-7	-0.5
C/C=C/CC#N	.	0.3	-1	-1.8	2	10	5	0	-2	-0.9
CCOc1ccc(NC(=O)CC2C(=O)N(c3ccccc3)C(=O)N2CCc2cccs2)cc1 (stereo not given)	7	1.7	2	0.7	2	6	-7	3	3	-1.0
Cc1cccc(N2CCN(C(=O)C3CCN(S(=O)(=O)c4cccc5nsnc45)CC3)CC2C)c1 (stereo not given)	-9	-0.4	-14	-1.2	2	-9	-7	3	3	-3.0
CCCOC(=O)C1=C(C)NC2=C(C(=O)CC(C)(C)C2)C1c1ccc(N(C)C)cc1 (stereo not given)	-22	2.1	2	2.1	-3	5	-15	12	9	-8.7
Cc1cc2oc3c(c(=O)c2cc1C)C(c1ccc(F)cc1)N(CCCN1CCOCC1)C3=O (stereo not given)	14	-1.1	4	0.3	6	-3	-4	18	4	1.2
O=C(Cc1cccs1)Nc1ccccc1NC(=O)Cc1cccs1	13	-0.5	-2	-0.7	2	6	-17	-7	5	-0.5
Cc1ccccc1OCCc1c(C)[nH]c(=S)[nH]c1=O	-21	3.8	2	.	3	-6	-5	-3	-5	-2.7
Cc1ccc(C(C)C)c(OCCN2C(=O)NC(C)(C)C2=O)c1	10	-0.3	6	1.8	0	-6	.	3	-2	-2.5
CC(C)C1(C2CCCC2)NC(=O)NC1=O (stereo not given)	.	.	1	0.6	4	.	-3	4	-6	-2.9
COc1ccc(S(=O)(=O)N2CCN(C(=O)Cc3cccs3)CC2)cc1	25	2.3	-1	.	-1	2	-4	0	-5	-1.4
CCOC(=O)c1c(-c2ccc(-c3ccccc3)cc2)csc1NC(=O)C1C2CCC(O2)C1C(=O)O (stereo not given)	41	2.1	8	1.1	-8	-2	-8	7	25	-1.0
O=C(OCC(=O)N1CCc2ccccc2C1)c1cccnc1Cl	17	1.6	-1	5.0	-2	4	-2	-9	2	-5.5
O=C(/C=C/Nc1ccc(F)cc1)c1ccc(Oc2ncccn2)cc1	-2	-2.0	3	.	-5	0	1	12	-1	-0.2
O=c1oc2ccccc2c2c1C(c1ccc(Cl)cc1)Nc1ccc3ccccc3c1-2 (stereo not given)	0	1.1	1	-0.2	5	-16	-10	-5	-4	-1.8
Cc1ccc(NCC(=O)c2ccc(C)cc2)cc1	8	0.9	2	-0.2	7	0	28	-3	-10	-4.9
Cc1ccccc1/C=N/Nc1ncnc2nc[nH]c12	6	-1.1	8	-2.1	-2	-6	0	30	-12	-1.9
O=C(CSc1nc(C(F)(F)F)cc(=O)[nH]1)N1CCC(Cc2ccccc2)CC1	.	-1.7	4	0.8	-9	23	6	-4	-1	-1.0
O=C(CN1CCN(C(c2ccccc2)c2ccccc2)CC1)NC(=O)NCc1ccco1	16	3.0	-1	-2.1	-3	-4	4	-2	-6	-3.7
CC(=O)SC(C)CC(=O)Nc1ccccc1 (stereo not given)	1	1.3	0	-4.8	-2	2	?	-3	12	-2.1
O=C(COC(=O)c1ccco1)Nc1ccc([N+](=O)[O-])cc1Cl	.	-1.8	-4	-1.6	6	-4	-4	5	-9	-0.5
CCN(CC1CCCO1)C(=O)CCc1nnc(Cc2ccc3c(c2)OCO3)o1 (stereo not given)	8	0.0	5	-6.6	1	-7	-4	0	-14	0.3
Cc1c(CNC2CCC(C)CC2)c(C(=O)O)c(C)n1Cc1ccccc1 (stereo not given)	-4	0.1	2	-0.7	3	3	0	6	7	-0.6
CC(=O)Nc1cccc(Cl)c1C(=O)O	0	-2.0	4	2.1	6	1	?	-12	7	-3.1
COc1ccc(-n2cnnc2SCC(=O)Nc2nc(C)c(Cl)cc2Cl)cc1	-2	0.8	1	.	1	2	-6	-5	-3	0.9
O=C(Nc1c2c(nn1-c1ccccc1)CS(=O)(=O)C2)c1ccc(Br)o1	.	.	-3	-0.7	-3	.	-5	5	5	-1.5
CCOC(=O)C1CCN(C(=O)C2CCN(S(=O)(=O)CC)CC2)CC1	15	-2.8	1	0.0	3	-3	-16	7	-3	-3.2
COc1ccc(-c2nnc(SCC(=O)N3CCN(c4ccccc4)CC3)o2)cc1OC	0	0.5	4	-2.3	6	4	-4	12	-2	-1.1
CC(=O)CSc1nc(N(C)C)nc(N(C)C)n1	-15	2.1	0	.	-14	-9	-3	3	0	0.4
COc1cc(NS(=O)(=O)c2ccc(Nc3nc(-c4cccc([N+](=O)[O-])c4)cs3)cc2)nc(OC)n1	0	0.5	-2	2.5	0	-21	0	9	29	17*
Cc1cc(C(=O)NN=C2CC(=O)CC(C)(C)C2)c(C)o1	.	.	3	0.4	8	8	-3	6	-4	0.3
O=C(Nc1ccc2nc(-c3cccs3)c(-c3cccs3)nc2c1)NC1CC1	27	-1.6	10	-2.8	10	-20	36*	32*	-9	-3.6
CCN(CC)C(=O)CSc1nc(-c2cccs2)cc(-c2cccs2)c1C#N	-5	0.2	16	-1.9	-3	-43	-4	11	-9	-5.1
Cc1ccccc1CNC(=O)Cc1cccs1	4	-0.1	4	.	0	-12	0	8	9	0.9
COc1ccc(CN2CCNC(=O)C2CC(=O)O)c(OC)c1 (stereo not given)	9	1.3	4	-0.9	1	-3	4	7	2	-0.8
CCOc1ccc(C2c3[nH]c4ccccc4c3CCN2CCCn2cccn2)cc1 (stereo not given)	17	-0.5	17	.	-8	3	-5	9	-18	-0.7
CCc1nc2c(OCC(=O)N(C)C)cccn2c1N(C=O)Cc1ccc(OC)cc1	.	.	-5	0.9	.	.	2	-3	10	-3.8
COc1ccc(/C=N/Nc2cc(C)nc(N3CCOCC3)n2)cc1	13	-4.4	0	.	3	2	-1	33*	-4	1.1
